PAX8 reporter = inhibitors of PAX8-driven TPO luciferase reporter, primary screen, RMG-I cells, single concentration; SteadyGlo, 24 h; inhibition, % at 12.6 µM; 360,000 compounds, 1.2% hits; AID 652154, 2013;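 active = mean replicate inhibition at least 60% with every replicate also reaching 60%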;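 note: luciferase light reporting Pax8 driven TPO promoter activity; plate controls were median of neutral control wells for no effect and mitoxantrone controls for full effect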
PGC1a acetyl inh = inhibitors of PGC1a acetylation signal, primary screen, cell-based, U2OS, AlphaScreen, inhibitor mode | AlphaScreen anti-acetyl-lysine; with virally co-expressed GCN5 acetyltransferase | inhibition, % at 15.6 µM | 350,000 compounds, 0.17% hits | AID 651687, 2012;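 active = every replicate shows inhibition of at least 40%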;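 note: 0% = neutral control wells and 100% = positive control wells; some results beyond the cut were filed as inactive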
Cneo AK release = Cryptococcus neoformans cell lysis inducers, primary screen, AK release luminescence, single concentration; C. neoformans lysis, adenylate kinase release luminescence, 4 h; normalised: neutral wells 0, clomiphene wells 100; lysis activity, % at 15 µM; 360,000 compounds, 0.2% hits;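 active = mean lysis activity across replicates of at least 80%, whatever share of replicates individually reach that level; inactive = mean lysis activity below 80%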
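Material – Cryptococcus neoformans yeast cells · Quantity – 5 × 10^6 yeast cells/mL · Buffer or medium – YPD medium · Compound – single dose · Timing – 4 h static compound exposure, 37 °C, read 1 h post-reagent · Signal – adenylate kinase release luminescence · Read-out basis – lysis from increased AK signal · Benchmarks – Clomiphene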
miR122 inh = miR-122 Renilla sensor signal increase in Huh7, primary screen, miR-122 inhibitor project, cell-based, single point, plate reader. Huh7 miR-122 Renilla luciferase sensor, 48 h; neutral wells = 0, positive control = 100. activation (reporter increase), % at 12.5 µM. 340,000 compounds, 0.3% hits;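 active = mean replicate activation score at least 90 and every replicate individually at or above 90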;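 note: higher luciferase means less miR-122 activity so hits act as miR-122 inhibitors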
EWS-Fli block = EWS/Fli-driven NR0B1 reporter inhibitors, primary screen, A673 cells, NR0B1 luciferase, luminescence, MLPCN library. viability-normalised. inhibition, % at 12.6 µM. 350,000 compounds, 0.67% hits;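 active = mean inhibition of at least 50% after viability correction, with every replicate also passing that limit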;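 note: firefly luciferase signal divided by Alamar Blue viability fluorescence both relative to DMSO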
Casp6 inh = human caspase-6 inhibitors, primary screen, biochemical, VEID-R110 fluorescence, single point, set 2; purified caspase-6, Z-VEID-R110 cleavage fluorescence; P55212; 350,000 compounds, 0.53% hits; AID 686996, 2013; inhibition, % at 12.5 µM;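 active = mean inhibition across replicates at least about 35%, with every replicate also reaching that limit, limit read from the data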;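 note: 0% = median of neutral control wells and 100% = no fluorescence left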
Target sequence (P55212 24-179 limits assumed): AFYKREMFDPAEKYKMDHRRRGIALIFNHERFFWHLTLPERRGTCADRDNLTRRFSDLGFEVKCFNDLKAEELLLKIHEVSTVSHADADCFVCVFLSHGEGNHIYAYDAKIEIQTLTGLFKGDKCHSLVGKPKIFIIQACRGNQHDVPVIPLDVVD
Target sequence (P55212 194-293 limits assumed): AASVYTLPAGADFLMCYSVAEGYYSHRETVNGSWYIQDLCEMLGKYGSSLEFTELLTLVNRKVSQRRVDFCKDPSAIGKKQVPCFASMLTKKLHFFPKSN
LGR2 antag = inhibitors of bursicon-induced LGR2 CRE-luciferase signal, primary screen, cell-based, HEK293, CRE-luciferase reporter, bursicon stimulation. Drosophila bursicon receptor LGR2 (rickets). bursicon-stimulated, 4 h. inhibition, % at 9.99 µM. 380,000 compounds, 0.35% hits. AID 720647, 2013;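 active = drop in luminescence signal, shown as inhibition above about 50% in the replicate tests, limit read from the data, passing the limit was not always enough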;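 note: agonist challenge used bursicon conditioned medium at about half maximal strength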
FN deposition inh = inhibitors of fibronectin matrix deposition, primary screen, AH1F cells, Alexa488-fibronectin fluorescence, plate reader; AH1F fibroblasts, overnight; inhibition, % at 12.6 µM; 350,000 compounds, 0.086% hits;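 active = mean inhibition across replicates of 30% or more, regardless of how many single replicates reach that level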;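 note: positive control wells lacked labelled fibronectin entirely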
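Material: AH1F fibroblast monolayer depositing Alexa488-labelled fibronectin into matrix / Amount: 10000 AH1F cells per well / Signal: fluorescence 485/525 nm / Medium: DMEM, 2% serum / Compound: single dose, pinned / Incubation: 1 h cell adhesion before compound, then overnight fibronectin incubation / Reagent: Alexa488-FN, 24 nM final / Read-out: inhibition of fibronectin deposition signal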
The depositor's hits bear a star; · = no result given; [ ] = another dose, or the depositor's remark. Outcome played no part in choosing rows. About 2.5% of those tested had a hit in this group.

SMILES	PAX8 reporter	PGC1a acetyl inh	Cneo AK release	miR122 inh	EWS-Fli block	Casp6 inh	LGR2 antag	FN deposition inh
CCc1nc2ccc(C(=O)NCCOc3ccc(OC)cc3)cn2c1N(CC)CCOC	5	-5	-2	-4	10	-5	0	0
Cc1c(NS(=O)(=O)c2cc(C(=O)N3CCCC(C)C3)ccc2Cl)c(=O)n(-c2ccccc2)n1C (configuration not stated)	8	-1	-2	13	11	1	-21	5
CN(C)Cc1c(O)ccc2c(=O)c(-c3ccccc3Cl)coc12	-8	-5	6	-3	2	-2	4	-3
O=C(Nc1ccc(F)cc1)c1ccc(C(=O)N2CCOCC2)cc1	-38	3	1	3	-10	1	-6	1
C[C@@H]1CN([C@@H](C)CO)C(=O)c2cc(NS(=O)(=O)c3cccs3)ccc2O[C@@H](C)CCCCO[C@H]1CN(C)S(=O)(=O)c1cn(C)cn1	-25	-8	-3	2[16.7 µM]	-5	0	9	·
CCOc1ccc(-n2c(SCC(=O)N3CCc4ccccc43)nnc2-c2c[nH]c3ccccc23)cc1	15	·	2	·	-3	-1	12	-3
NC(=O)c1c(NC(=O)CN2C(=O)NC(Cc3ccccc3)C2=O)sc2c1CCC2 (configuration not stated)	4	-5	1	-15	-5	4	20	-6
C[C@@H]1CN([C@@H](C)CO)C(=O)c2cc(NC(=O)C3CCCCC3)ccc2O[C@@H]1CN(C)CC1CCCCC1	·	-6	0	33[16.7 µM]	-9	0	-3	6
COC(=O)c1cc(S(=O)(=O)N2CCN(c3ccccc3)CC2)c[nH]1	4	-3	0	-1	0	-1	4	3
CC(NC(=O)Cc1cccs1)c1ccc2c(c1)OCO2 (configuration not stated)	·	-2	1	2	1	5	7	·
C/C=C/c1ccc([C@@H]2[C@@H](CN(CC)C(=O)CC)N(C(=O)C3CCC3)[C@H]2CO)cc1	-4	-19	34	83[16.7 µM]	-11	·	2	2
O=C(Cc1ccc(S(=O)(=O)N2CCOCC2)s1)N1CCN(S(=O)(=O)c2ccccc2[N+](=O)[O-])CC1	17	·	0	·	7	2	-1	9
Cc1c(CNC2CCCC(C)C2C)c(C(=O)O)c(C)n1Cc1ccccc1 (configuration not stated)	2	0	-2	-3	·	·	-31	2
CNC[C@H]1OCCCC[C@@H](C)Oc2ccc(NC(=O)Nc3ccc(F)cc3)cc2C(=O)N([C@H](C)CO)C[C@H]1C	-3	3	-1	2[16.7 µM]	3	0	·	·
Cc1ccc(S(=O)(=O)N[C@H]2CC[C@@H](CC(=O)N3CCC(Cc4ccccc4)CC3)O[C@@H]2CO)cc1	21	5	-5	·	7	2	7	·
COc1ccc(/C=N\NC(=O)c2ccccc2Cl)cc1COc1c(F)c(F)c(F)c(F)c1F	·	1	10	-1	5	2	-4	7
CCc1ccc(C(=O)Nc2cc(C)on2)o1	-123	·	-5	·	-12	-2	-13	3
Cc1cc(C)c[n+](-c2[nH]c(=O)sc2/C=N/N=C(\N)[S-])c1	-23	·	·	·	0	-1	5	8
CN(C1CCCCC1)S(=O)(=O)c1ccc(SCC(=O)C(C)(C)C)nc1	11	-16	-3	10	22	2	11	-2
CCOC(=O)c1c(C)[nH]c(N=Nc2cccc(OC)c2)c1C	-253	-3	-6	-10	7	-2	-101	14

Brought forward from above: 2 compounds, followed by the next part.
SMILES	PAX8 reporter	PGC1a acetyl inh	Cneo AK release	miR122 inh	EWS-Fli block	Casp6 inh	LGR2 antag	FN deposition inh
CN(C1CCCCC1)S(=O)(=O)c1ccc(SCC(=O)C(C)(C)C)nc1	11	-16	-3	10	22	2	11	-2
CCOC(=O)c1c(C)[nH]c(N=Nc2cccc(OC)c2)c1C	-253	-3	-6	-10	7	-2	-101	14
CCOc1ccccc1NC(=O)CSc1nnc(Cc2cccn2C)n1-c1ccc(F)cc1	8	6	-1	4	0	-3	4	-33
Cn1cc(Cl)c(C(=O)Nc2nc3ccccc3s2)n1	·	-1	-6	4	·	·	·	-1
CO[C@@H]1CN(C)C(=O)c2cc(NC(=O)Nc3c(C)noc3C)ccc2OC[C@@H](C)N(CC2CC2)C[C@H]1C	-19	7	1	·	-5	·	-14	-1
CN(C)S(=O)(=O)c1ccc(NC(=O)COC(=O)CC2CC3CCC2C3)cc1 (configuration not stated)	-1	-8	-6	-1	-10	-2	12	-2
CNC(=S)N(CCCO)Cc1cc2cc3c(cc2[nH]c1=O)OCO3	-21	9	5	2	0	2	-17	-3
COCCNC(=O)COC(=O)CSCc1nc2ccccc2s1	20	·	0	0	·	·	·	2
CCCC(=O)Nc1ccc2c(c1)C(=O)N(C)[C@H]1CC[C@@H](CC(=O)OC)O[C@@H]1CO2	6	2	-3	-10[16.7 µM]	-4	·	17	-17
Cc1cc(NC(=O)c2cccc(Cl)c2)n[nH]1	-173	-3	-6	-7	-119	0	-54	-4
Cc1ccc(NC2CCCN(C(=O)c3ccnc(Cl)c3)C2)cc1C (configuration not stated)	11	3	-3	5	2	-3	15	11
O=C(NCCc1ccccc1)c1cccc2c1C(=O)c1ccc(N3CCOCC3)cc1S2(=O)=O	-1	0	-4	5	1	0	-13	-1
CCOC(=O)CN1C(=O)S/C(=C/c2ccc(C)o2)C1=O	6	-13	-3	-4	-11	14	-4	-8
O=C(COC(=O)CNS(=O)(=O)c1cccc(F)c1)NCCc1ccccc1	-3	·	0	3	-4	-1	-6	-3
Cc1ccc(-c2nc(C(=O)NCCCN3CCOCC3)cc3c2[nH]c2ccccc23)cc1	·	-13	1	-2	8	-3	·	·
CCN(CC)C(=O)Oc1ccc2c(=O)c(-c3ccc(OC)cc3)coc2c1	·	10	9	-8	-66	1	-26	·
CCCCNC(=O)c1cc(-c2ccc(OC)c(OC)c2)on1	-48	7	-3	-6	-30	5	-24	1
CCCc1cc(=O)oc2c(C)c(OCc3nn[nH]n3)ccc12	-19	-6	·	2	7	-4	·	10
CCOC(=O)CN1C(=O)C(=O)N(Cc2cccc(C)c2)C1=O	15	7	-4	6	2	-8	-1	0
COc1ccccc1C1=CC(=O)CCC1	-21	2	0	-19	-5	·	10	-5
CC1CCCN(C(=O)CCNS(=O)(=O)c2ccc3c(c2)c(=O)n(C)c(=O)n3C)C1 (configuration not stated)	16	1	-3	4	·	4	2	-3
COc1cc(NC(=O)c2ccc(N3CCCC3=O)cc2)cc(OC)c1	-33	4	0	-4	-68	-3	-59	·

The final three compounds of the part before open the next one:
SMILES	PAX8 reporter	PGC1a acetyl inh	Cneo AK release	miR122 inh	EWS-Fli block	Casp6 inh	LGR2 antag	FN deposition inh
COc1ccccc1C1=CC(=O)CCC1	-21	2	0	-19	-5	·	10	-5
CC1CCCN(C(=O)CCNS(=O)(=O)c2ccc3c(c2)c(=O)n(C)c(=O)n3C)C1 (configuration not stated)	16	1	-3	4	·	4	2	-3
COc1cc(NC(=O)c2ccc(N3CCCC3=O)cc2)cc(OC)c1	-33	4	0	-4	-68	-3	-59	·
Cc1ccc2nc(/C=C/c3cccc(F)c3)ccc2c1	-196	·	·	·	-5	-3	-98	17
CCn1cc(C=O)c2cc(S(=O)(=O)N3CCOCC3)ccc21	9	·	·	·	-3	1	-12	2
Cc1onc(-c2ccccc2Cl)c1NC(=O)NCc1cccs1	15	4	-3	-10	-6	0	5	-3
O=C(NCc1ccccc1)C(=O)c1cn(CC(=O)N2CCOCC2)c2ccccc12	-7	·	0	-1	·	2	-9	4
COCCNc1c2c(nc3ccccc13)CCC2	12	1	0	-4	6	7	5	-4
FC(F)(F)c1cccc(NC(=S)NC(c2ccccc2)c2ccccc2)c1	3	-2	5	6	6	-4	-11	4
COc1cccc(C(c2c(N)n(C)c(=O)n(C)c2=O)C(C)[N+](=O)[O-])c1 (configuration not stated)	-9	·	·	·	-3	0	-9	5
O=C(Nc1cccc(C(F)(F)F)c1)C(Sc1n[nH]c(=O)[nH]c1=O)c1ccccc1 (configuration not stated)	-15	9	-1	49	11	2	2	-3
Cn1nnnc1SCC1=C(C(=O)O)N2C(=O)C(NC(=O)Cn3nc(C(F)F)cc3C3CC3)C2SC1 (configuration not stated)	-4	·	·	·	-7	26	26	-3
CCCCC(=O)N(Cc1ccc2c(c1)OCO2)Cc1nc2ccccc2c(=O)[nH]1	0	·	·	·	5	1	25	0
O=C(NC1CC(=O)N(c2ccc(F)cc2)C1)C(=O)c1c[nH]c2ccccc12 (configuration not stated)	17	·	-1	1	14	-1	6	0
CCC1(CC)C(=O)NC(=O)NC1=S	0	6	1	·	12	-1	1	0
CCOC(=O)N1CCN(C(=S)NC(=O)c2cc(Br)ccc2Cl)CC1	2	2	·	·	4	-4	4	-3
Cc1cccc(-n2cnc3cc(C(=O)NCCN4CCOCC4)ccc32)c1	·	-1	2	·	4	1	6	11
O=C(Cn1nc(Cl)nc1Cl)c1ccccc1	-2	-19	5	-13	-6	-3	-8	-2
Cc1cc(C)nc(N/N=C/c2ccccc2OCc2ccc([N+](=O)[O-])cc2)n1	-35	23	2	-5	·	·	-21	-7
Cc1ccc(CCNC(=O)C2CCN(S(=O)(=O)c3c(C)nn(C)c3C)CC2)cc1	-2	-3	1	·	-16	-3	-25	-5
CCOC(=O)[C@@H]1[C@H]2COc3ccccc3[C@@H]2N2C(=O)N(c3ccc(F)cc3)C(=O)[C@@]12C	-24	12	2	-4	3	4	6	2
Cc1ccnc2nc(C(=O)OCC(=O)NC3CCC(C)CC3)nn12 (configuration not stated)	-19	0	0	-3	-6	2	-6	-7
CSc1ccc(SC2CN(Cc3ccc(C)cc3)S(=O)(=O)C2)cc1 (configuration not stated)	11	·	·	·	-1	5	-4	·
C[C@@H]1CN([C@@H](C)CO)C(=O)Cc2cc(NC(=O)Cc3cn(C)c4ccccc34)ccc2O[C@H]1CN(C)CC1CC1	·	-1	-2	-1[16.7 µM]	1	·	2	·
O=C(O)C(Cc1c[nH]c2ccccc12)NS(=O)(=O)c1cccc(Cl)c1Cl (configuration not stated)	11	10	-1	·	15	4	9	-2
CCCc1nc([N+](=O)[O-])c(S(=O)(=O)c2ccccc2)n1CC(C)C	86*	·	·	·	-24	3	13	·
COc1ccc(NC(=O)N(C)C[C@H]2Oc3ccc(NC(=O)NC4CCCCC4)cc3C(=O)N([C@H](C)CO)C[C@H]2C)cc1	-15	-1	0	-6[16.7 µM]	4	-3	-7	·
COc1ccc(/C=C/C(=O)Nc2ccc(C)cc2)cc1S(=O)(=O)N1CCOCC1	-15	12	-10	7	-21	0	-21	-1
NC(=O)CC(c1ccccc1)c1ccc2c(c1)OCO2 (configuration not stated)	26	1	4	-3	2	-3	0	-1

Structural class: the compounds so far containing a furan ring, fused or not (2)
SMILES	PAX8 reporter	PGC1a acetyl inh	Cneo AK release	miR122 inh	EWS-Fli block	Casp6 inh	LGR2 antag	FN deposition inh
CCc1ccc(C(=O)Nc2cc(C)on2)o1	-123	·	-5	·	-12	-2	-13	3
CCOC(=O)CN1C(=O)S/C(=C/c2ccc(C)o2)C1=O	6	-13	-3	-4	-11	14	-4	-8
